Screening results from PubChem BioAssay.
ARNT-TACC3 inh: disrupts binding between human ARNT and TACC3. Q9Y6A5. inhibition, % at 9.99 µM. AlphaScreen His-ARNT PAS-B/GST-TACC3 binding, luminescence; TACC3 fragment carries E629A point mutation. 0.66% of 390,000 active;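 active = mean inhibition of replicates at least 50% and at least half of replicates each reaching 50%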;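 also: 0% = complete ARNT plus TACC3 wells and 100% = ARNT alone without TACC3; many hits fall short of the cut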
Cneo AK release: causes C. neoformans cell lysis. 0.2% of 360,000 active. adenylate kinase release luminescence, 4 h; normalised: neutral wells 0, clomiphene wells 100. lysis activity, % at 15 µM. AID 651654;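 active = mean lysis activity across replicates of at least 80%, whatever share of replicates individually reach that level; inactive = mean lysis activity below 80%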
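Schedule: static 4 h at 37 °C with compound, 1 h detection; system: C. neoformans cells; benchmarks: Clomiphene as positive control; buffer or medium: fresh YPD medium; measure: luminescence rise reflecting yeast cell lysis; measured by: luminescent adenylate kinase detection reagent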
miR122 inh: blocks miR-122 activity in Huh7 sensor cells; Huh7 miR-122 Renilla luciferase sensor, 48 h; neutral wells = 0, positive control = 100; activation (reporter increase), % at 12.5 µM; 0.3% of 340,000 active;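 active = mean replicate activation score at least 90 and every replicate individually at or above 90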;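 also: higher luciferase means less miR-122 activity so hits act as miR-122 inhibitors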
ERp5 block: blocks human ERp5 reductase activity on insulin | ERp5 insulin aggregation, absorbance 650 nm, 90 min | inhibition, % at 9.99 µM | AID 651711 | 0.05% of 350,000 active;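 active = mean replicate inhibition above about 25%, with every replicate also reaching it, limit read from the data, passing the limit was not always enough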
Target sequence (Q15084 whole entry, looked up): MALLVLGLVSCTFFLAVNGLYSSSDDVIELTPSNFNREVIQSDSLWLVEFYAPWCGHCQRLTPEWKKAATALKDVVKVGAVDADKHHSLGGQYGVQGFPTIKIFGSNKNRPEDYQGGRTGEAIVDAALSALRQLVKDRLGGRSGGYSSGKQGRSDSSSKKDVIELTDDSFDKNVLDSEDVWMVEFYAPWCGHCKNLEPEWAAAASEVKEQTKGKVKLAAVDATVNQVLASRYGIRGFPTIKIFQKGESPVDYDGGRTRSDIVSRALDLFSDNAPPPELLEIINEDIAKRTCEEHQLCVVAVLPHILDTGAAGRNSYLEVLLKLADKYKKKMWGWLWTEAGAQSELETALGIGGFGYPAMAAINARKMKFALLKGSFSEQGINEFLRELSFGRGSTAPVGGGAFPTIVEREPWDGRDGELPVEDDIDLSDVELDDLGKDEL
* marks the source's active call; other numbers are inactive results; / = no result given. Not all compounds are listed, so the mix of outcomes need not match the whole.

The opening 4 compounds, to show the layout:
smiles | ERp5 block | miR122 inh | ARNT-TACC3 inh | Cneo AK release
c1cc2n(c1)-c1c(ccc3c1OCO3)CNC2c1ccc2c(c1)OCO2 (configuration not stated) | / | 4 | / | /
C=C(C)Cn1c(=O)n(CC2CS2)c2ccccc21 (configuration not stated) | / | / | -1 | /
C=CCc1cc(C=C2C(=O)NC(=O)NC2=O)cc(OC)c1OCc1ccc(C(=O)O)cc1 | / | / | -1 | /
O=S(=O)(c1ccccc1)N1CC1c1ccccc1 (configuration not stated) | / | / | -1 | /

The listing, from the start:
smiles | ERp5 block | miR122 inh | ARNT-TACC3 inh | Cneo AK release
c1cc2n(c1)-c1c(ccc3c1OCO3)CNC2c1ccc2c(c1)OCO2 (configuration not stated) | / | 4 | / | /
C=C(C)Cn1c(=O)n(CC2CS2)c2ccccc21 (configuration not stated) | / | / | -1 | /
C=CCc1cc(C=C2C(=O)NC(=O)NC2=O)cc(OC)c1OCc1ccc(C(=O)O)cc1 | / | / | -1 | /
O=S(=O)(c1ccccc1)N1CC1c1ccccc1 (configuration not stated) | / | / | -1 | /
Clc1ccccc1CNC1CN2CCC1CC2 (configuration not stated) | / | / | -18 | /
COc1ccccc1CCNC1CCCC(C)C1 (configuration not stated) | / | / | -6 | /
CC(C)CCCn1c(O)c(/C=C2/C=CC=N2)c(=O)[nH]c1=O | / | / | -3 | /
CNC(=S)N/N=C1\C2CN3CCN(C2)CC1(c1ccccc1)C3 | / | / | -2 | /
O=c1[nH]c(=O)n(-c2ccccc2)c(O)c1/C=C1/C(c2ccccc2)=Nc2ccccc21 | / | / | 1 | /
C/C(=N\N1CCN(C)CC1)c1c(O)n(Cc2ccccc2)c(=O)[nH]c1=O | / | / | 2 | /

(list continues)
smiles | ERp5 block | miR122 inh | ARNT-TACC3 inh | Cneo AK release
CCOC(=O)C(=CNc1ccc(C(O)(C(=O)OCC)C(F)(F)F)cc1C)C(=O)OCC (configuration not stated) | / | / | -7 | /
O=S(=O)(c1ccccc1)N1CCCCC1c1cccnc1 (configuration not stated) | / | / | -5 | /
O=C1NC(=O)C(=Cc2ccc(Oc3ccc([N+](=O)[O-])cc3)cc2)C(=O)N1 | / | / | 32 | /
C=CCc1cc(C=C2C(=O)N(C)C(=O)N(C)C2=O)cc(OCC)c1OCc1ccccc1 | / | / | 6 | /
O=C(CCN1CCCCC1)NCC(=O)Nc1ccc(Br)cc1C(=O)c1ccccc1 | / | / | -1 | /
O=C1NC(=O)N(CCNc2ncc(C(F)(F)F)cc2Cl)C(=O)C1Cc1ccc(Cl)cc1 (configuration not stated) | / | / | -1 | /
N#CC1=C(N)Oc2c(c(=O)oc3ccccc23)C1c1ccccc1OC(=O)c1cccs1 (configuration not stated) | / | / | -17 | /
O=C(NC1CN2CCC1CC2)c1ccc(-c2ccc([N+](=O)[O-])cc2)o1 (configuration not stated) | / | / | 11 | /
CCOC(=O)C(O)(c1ccc(N(C)C(=O)c2ccc(Cl)c(Cl)c2)cc1)C(F)(F)F (configuration not stated) | / | / | -17 | /
Fc1cccc(C2NCCc3[nH]cnc32)c1 (configuration not stated) | / | / | 20 | /

Further entries:
smiles | ERp5 block | miR122 inh | ARNT-TACC3 inh | Cneo AK release
O=C1NC(=O)N(c2ccc(F)cc2)C(=O)/C1=C/c1ccc2c(c1)CCCN2Cc1ccccc1 | / | / | 1 | /
CC1CCN(C(=O)c2ccc(N3CC4CC(C3)c3cccc(=O)n3C4)c([N+](=O)[O-])c2)CC1 (configuration not stated) | / | / | -5 | /
O=P(O)(O)C12CC3CC(CC(C3)C1)C2 | / | / | 1 | /
COc1ccc(N2CCN(C(CNC(=O)Oc3ccccc3)c3cccnc3)CC2)cc1 (configuration not stated) | / | / | 5 | /
Cc1nc2cc([N+](=O)[O-])ccc2c(=O)n1-c1ccccc1[N+](=O)[O-] | / | / | -9 | /
Cc1cccc(OP(=O)(Oc2cccc(C)c2)OC(c2ccccc2)C(F)(F)F)c1 (configuration not stated) | / | / | -30 | /
CCCCCCCCCCOC(=O)CCN1CC1 | / | / | -4 | /
N#CCCn1cc(C(=O)Nc2ccccc2Br)c(-c2ccc3c(c2)OCCO3)n1 | / | / | 2 | /
O=c1c2ccccc2nc(/C=C/c2ccc3c(c2)OCO3)n1-c1cccc(O)c1 | / | / | 4 | /
O=C(CN1CC=C(c2ccccc2)CC1)Nc1c(Cl)cccc1Cl | / | / | 3 | /

Next part.
smiles | ERp5 block | miR122 inh | ARNT-TACC3 inh | Cneo AK release
CCN(CC)S(=O)(=O)c1cc(NC(=O)C(C)N2CC=C(c3ccccc3)CC2)ccc1C (configuration not stated) | / | / | -7 | /
Cc1cc(C=C2C(=O)N(C)C(=O)N(C)C2=O)c(C)n1-c1ccccc1 | / | / | -2 | /
CCOC(=O)c1ccc(-[n+]2c(-c3ccccc3)cc(-c3ccccc3)cc2-c2ccccc2)cc1 | / | / | 7 | /
Cc1c(C=O)c2ccccc2n1Cc1cccc(F)c1 | / | / | -6 | /
CN1C(=O)/C(=C\N2CCc3ccccc32)C(=O)NC1=S | / | / | 8 | /
Cc1ccc(N2C(=O)NC(=O)/C(=C\c3ccc(N4CCOCC4)cc3)C2=O)cc1 | / | / | 6 | /
CCN(CC)c1ccc(/C=N/c2sc3c(c2C#N)C2CCN3CC2)c(O)c1 | / | / | -1 | /
CC1CCCN(C(=O)c2ccc(N3CC4CC(C3)c3cccc(=O)n3C4)c([N+](=O)[O-])c2)C1 (configuration not stated) | / | / | -27 | /
Cc1cc([N+](=O)[O-])c2ccccc2[n+]1[O-] | / | / | -8 | /
CCC(C)N1C(=O)/C(=C\c2ccc(N3CCCCCC3)cc2)C(=O)NC1=S (configuration not stated) | / | / | -6 | /

Six of these compounds, set out differently:
Values in the order – ERp5 block	miR122 inh	ARNT-TACC3 inh	Cneo AK release
CCOC(=O)C(O)(c1ccc(N(C)C(=O)c2ccc(Cl)c(Cl)c2)cc1)C(F)(F)F (configuration not stated)
→ /	/	-17	/
Fc1cccc(C2NCCc3[nH]cnc32)c1 (configuration not stated)
→ /	/	20	/
O=C1NC(=O)N(c2ccc(F)cc2)C(=O)/C1=C/c1ccc2c(c1)CCCN2Cc1ccccc1
→ /	/	1	/
CC1CCN(C(=O)c2ccc(N3CC4CC(C3)c3cccc(=O)n3C4)c([N+](=O)[O-])c2)CC1 (configuration not stated)
→ /	/	-5	/
O=P(O)(O)C12CC3CC(CC(C3)C1)C2
→ /	/	1	/
COc1ccc(N2CCN(C(CNC(=O)Oc3ccccc3)c3cccnc3)CC2)cc1 (configuration not stated)
→ /	/	5	/

Other results:
smiles | ERp5 block | miR122 inh | ARNT-TACC3 inh | Cneo AK release
CCN(CC)CCCOC(=O)C(OC(C)C)(c1ccccc1)c1ccccc1 | / | / | 0 | /
Cc1ccc(-c2nc3ccccc3c(=O)n2-c2ccncc2)cc1 | / | / | 5 | /
Cc1c(C(c2ccccc2Cl)c2c(O)c3ccccc3oc2=O)c(=O)n(-c2ccccc2)n1C (configuration not stated) | / | / | 6 | /
Cc1c(C(c2ccc(F)cc2)c2c(O)c3ccccc3oc2=O)c(=O)n(-c2ccccc2)n1C (configuration not stated) | / | / | 3 | /
COc1ccc(-c2nc(CSCC(=O)N3CCC4(CC3)OCCO4)c(C)o2)cc1OC | / | / | -1 | /
Cc1cccc2c1=NC(=O)/C(=C/c1c(O)[nH]c(=O)[nH]c1=O)C=2 | / | / | 4 | /
CC(C)C(CN1CCC(C)(c2cccc(O)c2)[C@@H](C)C1)NC(=O)C1Cc2ccc(O)cc2CN1 (some centres not stated) | 1 | / | / | /
O=C(NCCN1CCC2(CC1)C(=O)NCN2c1ccccc1)c1cc(C(F)(F)F)ccc1C(F)(F)F | -5 | / | / | /
FC(F)(F)c1cccc(NC2=NCCS2)c1 | 10 | / | / | /
CC(=O)C1=C(C)OC2=C(C(=O)CCC2)[C@@]12C(=O)N(C)c1ccccc12 | 4 | / | / | /

The results go on:
smiles | ERp5 block | miR122 inh | ARNT-TACC3 inh | Cneo AK release
COC(=O)C1C(OC(=O)c2ccccc2)CC2CCC1[N+]2(C)C (configuration not stated) | -3 | / | / | /
Cc1ccc(C(=O)NCCN2CCC3(CC2)C(=O)NCN3c2ccccc2)cc1 | -2 | / | / | /
O=P(OCCCl)(OCCCl)OCCCl | 1 | / | / | /
CCN(CC)C(=O)[C@@H]1C=C2c3cccc4[nH]c(Br)c(c34)C[C@H]2N(C)C1 | 0 | / | / | /
Cc1cc(N2CCNC[C@@H]2C)ccc1N1CCN[C@@H](C)C1 | -6 | / | / | /
CCN(C)C(C)Cc1cccc(C(F)(F)F)c1 (configuration not stated) | 3 | / | / | /
CC[C@]12CCN(CC3(O)CC3)C(Cc3ccc(O)cc31)C2(C)C | -1 | / | / | /
Clc1ccc([C@@H]2CC3CCC2N3)cn1 (some centres not stated) | 5 | / | / | /
Cc1ccccc1OP(=O)(Oc1ccccc1C)N1CCOCC1 | 5 | / | / | /
COc1cccc(NC2=NCCS2)c1 | 6 | / | / | /

Some of the entries above, set out differently:
Each structure is followed by: ERp5 block	miR122 inh	ARNT-TACC3 inh	Cneo AK release
> Cc1ccc(C(=O)NCCN2CCC3(CC2)C(=O)NCN3c2ccccc2)cc1
 : -2	/	/	/
> O=P(OCCCl)(OCCCl)OCCCl
 : 1	/	/	/

More entries follow.
smiles | ERp5 block | miR122 inh | ARNT-TACC3 inh | Cneo AK release
Cc1cccc(-n2c(-c3ccco3)nc3ccccc3c2=O)c1C | 2 | / | / | /
O=C1C2CC=CCC2C(=O)N1SC(Cl)(Cl)Cl (configuration not stated) | -4 | / | / | /
C/C(=N\NC(=O)c1ccncc1)c1c(O)[nH]c(=O)[nH]c1=O | 5 | / | / | /
Fc1ccc2nc(-c3ccc(CN4CCC(n5nnc6ccccc65)CC4)cc3)c(-c3ccccc3)nc2c1 | -3 | / | / | /
CCCN(CCC)CCc1c[nH]c2ccccc12 | 1 | / | / | /
O=C(NC1CN2CCC1CC2)c1ccc(Cl)cc1 (configuration not stated) | 4 | / | / | /
CC1=CC(=C2C(=O)NC(=O)NC2=O)C=C(C(F)(F)F)N1Cc1ccccc1 | 2 | / | / | /
CC1C2Cc3ccc(O)cc3C1(C)CCN2CC1CC1 (configuration not stated) | 2 | / | / | /
CN(C)C(=O)Nc1cccc(OC(=O)N(C)C)c1 | / | 2 | 5 | /
Cc1nn(Cc2ccccc2)c(C)c1C(=O)OCC(=O)NCc1ccco1 | / | 0 | -4 | /

As entered above.
Under ERp5 block, C/C(=N\NC(=O)c1ccncc1)c1c(O)[nH]c(=O)[nH]c1=O is entered as 5
Under ERp5 block, CCCN(CCC)CCc1c[nH]c2ccccc12 is entered as 1

Following part:
smiles | ERp5 block | miR122 inh | ARNT-TACC3 inh | Cneo AK release
CN(C)C(=O)On1c(-c2ccccc2)nc2ccc(Cl)cc21 | / | 1 | 7 | /
Cc1nn(Cc2ccccc2Cl)c(C)c1C(=O)OCC(=O)N1CC(C)OC(C)C1 (configuration not stated) | / | -1 | -1 | /
Cc1ccc(CCN2CC(C(=O)N3CCC4(CC3)OCCO4)CC2=O)cc1 (configuration not stated) | / | -3 | -4 | /
Cc1cc(C=O)c(C)n1C1CCCCC1 | / | -7 | -4 | /
CCCCN1C(=O)/C(=C/c2ccc(N(C)C)cc2)C(=O)N(Cc2ccco2)C1=O | / | -3 | 6 | /
CC1=CC(O)C(O)C2(C)C1CC1OC(=O)C(O)C3C(C)C(O)C4(O)OCC13C42 (configuration not stated) | / | 3 | -7 | /
c1ccc2cc(CC3=NCCN3)ccc2c1 | / | 3 | -3 | /
Cc1cc(NCCN)nc2ccccc12 | / | -3 | 3 | /
CCC(=NCc1ccco1)c1c(O)n(Cc2ccccc2)c(=O)[nH]c1=O | / | 4 | / | 10
N#CSCC(=O)N1c2ccccc2CCc2ccccc21 | / | -3 | / | -11

Later entries.
smiles | ERp5 block | miR122 inh | ARNT-TACC3 inh | Cneo AK release
Clc1cccc(Cl)c1C1N2CCCN12 (configuration not stated) | / | -6 | / | 1
O=C(c1cccnc1)c1cc2ccccc2[nH]1 | / | 2 | / | 4
OC1(c2cccnc2)CC2CCC(C1)N2Cc1nnnn1Cc1ccccc1 (configuration not stated) | / | -10 | / | 2
COc1ccccc1N=Cc1c(O)n(C)c(=O)n(C)c1=O | / | 1 | / | 3
CCCCCCOC(=O)c1ccccc1N | / | -7 | / | -5
CCOC(=O)c1c(-c2ccccc2)oc2ccc(OC(=O)N(C)C)cc12 | / | -1 | / | 12
Cc1cc(C=O)c(C)n1CC1CCCO1 (configuration not stated) | / | 7 | / | 11
